PRMT1 FP inh: PRMT1 (human) inhibition, primary screen; recombinant PRMT1, activity-based probe fluorescence polarization; hit rate 1.3% among 370,000; Q99873; inhibition, % at 2.79 µM;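 active = inhibition above about 21% made by adding two undisclosed values, limit read from the data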
GC-B act: GC-B (human) receptor activation. HEK293-GC-B cells, CNP EC30, cGMP TR-FRET; 0% at EC30 CNP, 100% saturating CNP. activation, % at 10 µM. hit rate 0.11% among 370,000;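 active = activation at 10 µM reaching about 35% in either raw or pattern-adjusted values, limit read from the data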
SIAE primary: human SIAE inhibition, primary screen | inhibition, % at 9.66 µM | Q9HAT2 | hit rate 0.69% among 370,000 | AID 1053197 | SIAE FP-Rh probe binding, fluorescence polarization;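 active = inhibition above a cutoff: mean of compounds within the control limits plus 3 SD of those, cut at about 17% in these data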;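 also: 0% = plate median of compound wells and 100% = probe without SIAE protein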
UHRF1 MBD2 ctr: blocks human UHRF1 binding to methylated DNA. UHRF1 binding to methylated oligo, TR-FRET. inhibition, % at 4.4 µM. hit rate 0.75% among 370,000. AID 687016; in the data active = inhibition above about 21%;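 also: UHRF1 SRA domain binding a hemimethylated CpG hairpin DNA probe; 0% = median of test compound wells and 100% = reference inhibitor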
Target sequence (Q96T88 whole entry, looked up, the tested form may be a part): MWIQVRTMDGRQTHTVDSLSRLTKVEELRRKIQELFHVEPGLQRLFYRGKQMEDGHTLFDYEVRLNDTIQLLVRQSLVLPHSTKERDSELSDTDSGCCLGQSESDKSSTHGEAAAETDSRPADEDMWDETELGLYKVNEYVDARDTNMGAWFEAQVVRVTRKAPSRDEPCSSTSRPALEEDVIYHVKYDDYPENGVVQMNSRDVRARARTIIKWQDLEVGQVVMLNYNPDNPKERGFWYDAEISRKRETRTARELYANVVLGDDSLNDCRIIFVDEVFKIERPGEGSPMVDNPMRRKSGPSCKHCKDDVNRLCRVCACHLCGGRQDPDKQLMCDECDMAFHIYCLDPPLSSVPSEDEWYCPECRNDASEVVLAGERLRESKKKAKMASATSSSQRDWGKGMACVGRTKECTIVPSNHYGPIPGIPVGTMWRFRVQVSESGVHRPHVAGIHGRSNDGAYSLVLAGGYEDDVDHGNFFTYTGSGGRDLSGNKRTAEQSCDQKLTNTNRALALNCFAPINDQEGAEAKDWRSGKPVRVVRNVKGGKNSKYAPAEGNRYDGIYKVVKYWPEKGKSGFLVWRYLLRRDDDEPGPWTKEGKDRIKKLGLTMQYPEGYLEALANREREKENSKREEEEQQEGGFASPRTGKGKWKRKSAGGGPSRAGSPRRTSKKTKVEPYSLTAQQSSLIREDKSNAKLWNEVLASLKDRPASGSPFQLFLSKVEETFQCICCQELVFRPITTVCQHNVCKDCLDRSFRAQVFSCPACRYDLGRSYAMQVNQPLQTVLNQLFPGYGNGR
ABHD4 inh: inhibitors of mouse ABHD4; Q8VD66; purified mABHD4, FP-Rh probe fluorescence polarization; inhibition, % at 8.92 µM; hit rate 0.54% among 370,000;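 active = inhibition exceeding the mean over every tested compound plus 3 SD, cut at about 30% in these data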;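 also: 0% = plate median of compound wells and 100% = S159A mutant with DMSO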
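system = mouse ABHD4 enzyme, wild type | medium = HEPES pH 7.0, NaCl, Pluronic buffer | also added = FP-Rh probe | incubation = Enzyme–compound pre-incubation 45 min, then probe 60 min, both 25 °C | technique = fluorescence polarization, excitation 525 nm, emission 598 nm, BODIPY TMR filters | controls = S159A mutant high control, sample median low control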
GC-A act: GC-A (human) enzyme activation. P16066. HEK293 GC-A cells, cGMP TR-FRET, EC30 ANP; 0% at EC30 ANP, 100% saturating ANP. activation, % at 10 µM. hit rate 0.14% among 370,000. AID 1671463; in the data active = activation above about 40%
HTRA1 inhibitor: HTRA1 (human) protease inhibition. recombinant HTRA1, FP-rhodamine activity-based probe, fluorescence polarization. inhibition, % at 5.96 µM. hit rate 0.5% among 340,000. AID 504803; in the data active = inhibition above about 36%;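 also: 0% = enzyme with DMSO and 100% = wells lacking enzyme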
MBD2 inh: inhibitors of human MBD2 binding to methylated oligonucleotide | Q9UBB5 | TR-FRET | inhibition, % at 4.4 µM | hit rate 0.31% among 370,000 | AID 686964; in the data active = inhibition above about 13%
rCAG binder: r(CAG) repeat RNA binding; TO-PRO-1 dye displacement fluorescence; inhibition, % at 3 µM; hit rate 1.3% among 370,000;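 active = inhibition above the plate cutoff, the mean of all test compounds on that plate plus 3 SD, cut at about 35% in these data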;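 also: 0% = DMSO alone and 100% = 100 µM mitoxantrone as full dye displacement; higher means more dye released from RNA so lower well fluorescence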
TCR CD3 inh: human TCR-CD3 binding inhibition; inhibition, % at 9.4 µM; TAMRA-labeled TCR probe fluorescence, biochemical; hit rate 0.37% among 360,000; in the data active = inhibition above about 19%;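 also: recombinant mutant TCR 2C K166C tagged with TAMRA read by polarization; 0% = receptor in buffer alone and 100% = receptor with positive control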
An asterisk follows results filed as active; . = no result given. A portion of the library; rates above refer to the full screens.

The opening two compounds (preview)
no.	structure	PRMT1 FP inh	GC-B act	SIAE primary	UHRF1 MBD2 ctr	ABHD4 inh	GC-A act	HTRA1 inhibitor	MBD2 inh	rCAG binder	TCR CD3 inh
1	O=C1C(=Cc2ccccc2Cl)CCc2ccccc21	-7	2	2	-1	-7	0	.	-1	4	-5
2	Cc1ccccc1C(=O)NC(=S)Nc1ccc(Oc2ccc(Cl)cc2)cc1	-3	-12	-8	-1	-2	1	-2	0	3	-3

The whole of this part, from the first entry:
no.	structure	PRMT1 FP inh	GC-B act	SIAE primary	UHRF1 MBD2 ctr	ABHD4 inh	GC-A act	HTRA1 inhibitor	MBD2 inh	rCAG binder	TCR CD3 inh
1	O=C1C(=Cc2ccccc2Cl)CCc2ccccc21	-7	2	2	-1	-7	0	.	-1	4	-5
2	Cc1ccccc1C(=O)NC(=S)Nc1ccc(Oc2ccc(Cl)cc2)cc1	-3	-12	-8	-1	-2	1	-2	0	3	-3
3	CNc1nc(Sc2ccc(C)cc2)cc(C(F)(F)F)n1	-1	4	-3	-3	-10	4	8	2	0	5
4	COc1cc(O)c(C(CCN2CCCC(C)C2)c2ccc3c(c2)OCO3)c(OC)c1 (stereo not given)	-1	-21	3	-1	9	-14	-1	-3	1	3
5	COC(=O)[C@]12C[C@H](CC(=O)N3CCN(C(=O)c4ccco4)CC3)C(=O)N(Cc3ccco3)C1=C[C@H](C1CCCC1)O[C@@H]2C	2	-8	0	1	1	-10	.	-3	3	.
6	Cc1ccc(S(=O)(=O)NNC(=O)CCC(=O)Nc2ccccc2)cc1	0	2	-5	1	5	0	0	3	0	-3
7	CC1CCCN(C(=O)c2ccccc2OC2CCN(S(C)(=O)=O)CC2)C1 (stereo not given)	0	-3	6	0	0	2	2	-2	-5	5
8	Cn1nc(C(F)(F)F)c(-c2ccccc2)c1NC(=O)CSCC(=O)O	-10	-4	0	-1	4	-3	3	5	0	7
9	Cn1nc(C(C)(C)C)cc1C(=O)N1CCCC(C)(C(=O)NS(=O)(=O)C2CC2)C1 (stereo not given)	0	0	5	-1	6	-2	.	1	3	6
10	COC(=O)C(C)Oc1ccc2c(c1)O/C(=C\c1cccc(Br)c1)C2=O (stereo not given)	-3	-3	1	0	-7	7	4	-3	3	-5
11	CC1(C(=O)NS(=O)(=O)c2cccc(F)c2)CCN1C(=O)CCc1ccc(Cl)cc1Cl (stereo not given)	-1	0	7	0	0	-2	.	-7	30	0
12	CCCCc1c(C)[nH]c(=S)[nH]c1=O	-2	-7	6	-5	-1	-1	-6	3	2	2
13	CCOc1ccc(NC(=O)NCc2cccnc2)cc1	0	1	-1	0	0	0	4	-4	4	2
14	Cc1ccc(NC(=O)C2C3C=CC(O3)C2C(=O)O)cc1C (stereo not given)	5	4	13	1	3	4	3	3	0	-4
15	CCOC(=O)[C@]12CCCC=C1N(CCC1=CCCCC1)C(=O)[C@H](CC(=O)NCCC(C)C)C2	0	0	-3	-1	7	-1	.	1	-1	3
16	CC(c1ccccc1)N1C(=O)c2ccc(C(=O)Nc3ccc(Br)cc3C(=O)O)cc2C1=O (stereo not given)	-1	3	-11	-2	-21	-1	-49	-6	52*	5
17	O=C(COc1ccccc1F)Nc1ccc(S(=O)(=O)NCc2ccco2)cc1	2	-2	8	3	-6	-4	-14	8	4	-10
18	COc1ccc(S(=O)(=O)N(CC(=O)Nc2ccccc2C(=O)N2CCOCC2)c2ccc(F)cc2)cc1	-5	-1	4	2	3	-2	-6	-7	-2	1
19	O=C(NC1CCCCCC1)C1CCN(S(=O)(=O)c2ccccc2)CC1	-1	1	0	-1	2	0	-5	1	-4	6
20	O=C(/C=C/c1ccccc1)NC(=S)Nc1ccccc1O	4	-9	24*	-3	0	-4	-15	3	9	10
21	Cc1ccc(OC(C)C(=O)N2CCc3ccccc32)c([N+](=O)[O-])n1 (stereo not given)	4	5	-5	1	8	3	5	4	0	-7
22	CCn1nc(C(=O)NNC(=O)c2ccccc2OCc2c(C)noc2C)c2ccccc2c1=O	1	4	-10	4	-3	2	0	-3	0	6
23	CNc1nc(SCC(=O)OC)nc(N2CCOCC2)n1	-3	-1	-5	6	-13	4	3	3	6	5
24	O=C(NCCCN1CCCC1=O)Nc1ccc([N+](=O)[O-])cc1	3	4	0	0	-2	3	6	-3	32	7
25	O=C(/C=C/c1ccncc1)c1ccc2c(c1)OCCO2	5	3	1	-3	2	18	4	-2	1	6
26	CC12CN3CC(C)(CN(C1)C3c1ccc3ccccc3c1O)C2=O (stereo not given)	1	-6	8	-1	4	-1	0	3	-6	11
27	CCOC(=O)CNc1nc(Cl)nc(Nc2ccc(OC)cc2OC)n1	4	-3	-6	-1	-3	1	7	3	8	7
28	CCCc1nc(SC2CCCC2)c2c(=O)n(C)c(=O)n(C)c2n1	-2	-8	-3	-2	4	-4	4	2	1	5
29	O=c1oc(-c2cccs2)nc2sc3c(c12)CCC3	-4	-4	7	-4	2	0	-2	1	0	2
30	Cc1c(Cl)c(C(=O)NC2CCCC2)nn1C	0	-5	2	3	2	4	-7	-9	2	-2
31	O=C(/C=C/c1ccc(F)cc1)Nc1cc(S(=O)(=O)N2CCOCC2)ccc1N1CCCC1	-2	1	9	-1	4	1	-7	1	6	0
32	COc1ccc(CC(=O)NCc2nnc(SCC(=O)c3ccc(OC)cc3)n2C)cc1	-5	1	-2	-2	0	3	-4	0	-5	4
33	CCc1cc(=O)oc2cc(C)cc(OCC(=O)N3CCC[C@@H]3C(=O)O)c12	1	3	3	0	0	2	0	-2	1	3
34	Nc1nnnn1CC(=O)OCc1cccc(Br)c1	1	-1	1	4	3	-2	1	-2	0	9
35	CCOC(=O)/C=c1/s/c(=C/c2ccc3cc(OC)ccc3c2)c(=O)n1CC(=O)NCC1CCCO1 (stereo not given)	6	-3	-15	5	-28	-3	-6	9	12	-6
36	O=C(NCc1ccccc1)c1cc(C2CCCCN2C(=O)c2cccs2)on1 (stereo not given)	-5	1	-2	-1	-3	0	.	-2	-3	-3
37	CC(C)Cn1c2c(c(O)c(C(=O)Nc3nccs3)c1=O)CCCC2	4	-1	-4	1	7	6	-1	8	3	-7
38	O=[N+]([O-])c1ccc(CSc2nnc3ccccn23)cc1	1	-8	3	1	-3	1	5	-2	-1	0
39	O=C(NCc1ccccc1)C1=C[C@H](C2CCCCC2)C[C@H](OCc2ccc(CO)cc2)O1	2	-3	0	2	1	-2	-7	2	2	-4
40	CCC(=O)Nc1ccc(Cl)c(NC(=S)NC(=O)c2ccco2)c1	4	5	-11	3	-10	-1	-6	6	-1	-2
41	Cc1nn(C)c(Oc2ccccc2)c1[N+](=O)[O-]	0	2	2	-2	-1	2	5	-1	-2	-5
42	Cc1cc(N2CCCCC2)n2ncc(-c3ccc(Cl)cc3)c2n1	-2	-6	4	0	3	2	9	-4	-1	11
43	Cc1c(C(=O)N2CCN(c3ccc(F)cc3)CC2)sc2nc(-c3ccccc3)cn12	-1	-1	4	-5	3	-2	-1	4	-2	1
44	O=C(COc1ccccc1)Nc1ccccc1C(=O)NCc1ccco1	0	1	-7	-2	-9	1	-13	1	-1	6
45	O=c1c2ccccc2cnn1-c1nc2ccccc2[nH]1	5	-6	-2	-3	-19	1	0	5	-5	-6
46	CC(C)(CO)NC(=O)CC1C(=O)NCCN1CC(c1ccccc1)c1ccccc1 (stereo not given)	0	0	-3	-2	3	-5	1	-1	-2	5
47	NC(=O)C1=C[C@H](C2CCCCC2)C[C@H](OCc2ccc(CO)cc2)O1	-3	1	-2	2	-10	3	-2	1	-7	-5
48	CCOc1ccc(C(=O)CC(NCc2cccs2)C(=O)O)cc1 (stereo not given)	14	-1	-1	1	-1	0	0	2	6	4
49	CCOC(=O)C1(C)CCCN(C(=O)c2ccc3ccccc3c2)C1 (stereo not given)	-5	4	-2	2	-5	1	.	0	0	2
50	Cc1sc2nc(CSCC(=O)N(C)c3ccccc3)[nH]c(=O)c2c1C	2	-14	-7	0	5	-4	-21	2	0	9

Quoted from the listing.
#5 – GC-A act = -10
#37 – ABHD4 inh = 7
#6 – UHRF1 MBD2 ctr = 1

More records:
no.	structure	PRMT1 FP inh	GC-B act	SIAE primary	UHRF1 MBD2 ctr	ABHD4 inh	GC-A act	HTRA1 inhibitor	MBD2 inh	rCAG binder	TCR CD3 inh
51	CN(c1ccc([N+](=O)[O-])cc1/C=N/NC(=O)COc1ccccc1)C1CCCCC1	-2	-3	-7	-1	0	-1	-14	-4	2	0
52	COc1ccccc1C1/C(=C(/O)c2ccccc2)C(=O)C(=O)N1CCO (stereo not given)	1	-2	5	-6	5	-1	4	-1	-1	1
53	CC(C)C(=O)NC(c1ccco1)c1ccc2cccnc2c1O (stereo not given)	-5	-3	12	-3	9	0	20	0	5	-4
54	CCOc1ccc(S(=O)(=O)N2CCC(C(=O)NCc3ccncc3)CC2)cc1	2	0	5	4	5	0	2	4	0	-4
55	Oc1ccccc1-c1nnc(-c2ccc(C(F)(F)F)cc2)o1	-1	-6	2	0	-1	-4	7	-3	3	5
56	CCCc1nc2ccccc2c(C(=O)OCC(=O)NC2CC2)c1CC	-5	8	25*	11	-3	0	-5	2	-1	1
57	COC(=O)CSc1cnc2ccccc2n1	2	-2	-7	2	-16	1	5	6	0	-7
58	CC(C)(C)c1ccccc1NC(=O)CN1C(=O)NC2(CCCC2)C1=O	1	-4	-5	0	8	0	-1	4	-2	-8

3 entries already listed, sorted by the number in GC-B act, rising.
nr	canonical_smiles	PRMT1 FP inh	GC-B act	SIAE primary	UHRF1 MBD2 ctr	ABHD4 inh	GC-A act	HTRA1 inhibitor	MBD2 inh	TCR CD3 inh
18	COc1ccc(S(=O)(=O)N(CC(=O)Nc2ccccc2C(=O)N2CCOCC2)c2ccc(F)cc2)cc1	-5	-1	4	2	3	-2	-6	-7	1
11	CC1(C(=O)NS(=O)(=O)c2cccc(F)c2)CCN1C(=O)CCc1ccc(Cl)cc1Cl (stereo not given)	-1	0	7	0	0	-2	.	-7	0
40	CCC(=O)Nc1ccc(Cl)c(NC(=S)NC(=O)c2ccco2)c1	4	5	-11	3	-10	-1	-6	6	-2

Bioassay records (PubChem BioAssay)
